Compound activity as filed in PubChem.
D2 potentiator = positive allosteric modulators of human D2 dopamine receptor; 0.34% of 340,000 active; HEK293 T-REx D2, calcium flux, EC20 dopamine potentiation; potentiation, % at 10 µM; AID 485347; P14416;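 active = potentiation over 3 SD above the plate norm, cut at about 30% in these data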; note: 0% is about no effect
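Calcium flux readout, no-wash dye, 1 read/s. Inducible HEK293 Trex D2 line, overnight 30 C. Compound alone 180 s (agonist flags), then EC20 dopamine, another 180 s to score potentiation.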
D1 antagonist = blocks dopamine activation of the human D1 receptor; activity change, negative = inhibition, % at 10 µM; HEK293 TREx D1 cells, calcium flux, dopamine EC80; active compounds read low; AID 504652; 3.2% of 360,000 active; in the data active = activity change below about -30%; note: % is set by controls: 0 for no effect and ±100 for the full control effect
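Calcium flux readout: force-coupled, inducible Hek293 Trex D1 line, cells induced overnight at 30 C with tetracycline, dye-loaded 30–90 min at RT. Antagonism scored against EC80 dopamine challenge given 180 s after compound.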
Glioma ERSR ind = inducers of ER stress response in human glioma cells; U87-MG GRP78 promoter luciferase reporter, 16 h; Potency, µM, for inactives: at the highest dose activation, usual class: activators; 0.02% of 420,000 active; AID 602332; note: potency is the fitted concentration of half-maximal effect; series mostly up to about 76 µM; % of control where 0% means no effect; nearly all actives have a fitted effect of over 35% in size
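Stably transfected U87-MG human glioma cells carrying a GRP78-based luminescent sensor were seeded at 1000 cells/well, pin-dosed with compounds and incubated 16 h. Luciferase reagent was then added, and end-point luminescence was read after 10 min at room temperature.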
D1 potentiator = human D1 dopamine receptor positive modulation; P21728; HEK293 TREx D1 cells, calcium flux, dopamine EC20 potentiation; potentiation, % at 10 µM; 0.036% of 360,000 active; in the data active = potentiation above about 30%; note: 0% is about no effect
Vif-APOBEC3G blk = blocks the Vif interaction with human APOBEC3G; HeLa A3G-eYFP + Vif (tagged APOBEC3G with the HIV-1 protein that degrades it), YFP fluorescence, overnight; Potency, µM (titrated, usually from 46.1 µM), for inactives: at the highest dose activity, negative = active, usual class: inhibitors; 0.076% of 410,000 active;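 note: potency is the fitted concentration of half-maximal effect; % is set by controls: 0 for no effect and ±100 for the full control effect; nearly all actives have a fitted effect of over 60% in size; hits raise eYFP signal because A3G escapes Vif-driven loss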
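Read-out is eYFP fluorescence (Ex 488/Em 500-530) from Vif-expressing HeLa A3G-eYFP cells; more signal means A3G escaped Vif-mediated degradation. Cells plated overnight, compound pinned in, incubated overnight at 37 deg C.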
LDHA inh = blocks human lactate dehydrogenase A | P00338 | purified LDHA, NADH/diaphorase-resazurin fluorescence; active compounds read low | activity change, % (values are at about 110 or 230 µM) | 0.15% of 480,000 active; in the data active = activity change below about -30%; inconclusive = mostly about -25% to -30%;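 note: plate controls were DMSO wells for no effect and wells without enzyme for full effect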
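Resorufin fluorescence (ex540/em590), read at 0 and 20 min after diaphorase/resazurin addition, reports the NADH left after a 5 min room-temperature reaction of 2 nM human LDH5 with 0.06 mM NADH and 0.2 mM pyruvate.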
Vif-APOBEC3F blk = Vif-A3F binding inhibition. Potency, µM (titrated, usually from 46.1 µM), without a hit: top-dose activity, negative = active. 0.2% of 390,000 active. AID 602313. HeLa A3F-eYFP + Vif (tagged APOBEC3F with the HIV-1 protein that degrades it), YFP fluorescence increase; note: potency is the fitted concentration of half-maximal effect; % of control where 0% means no effect; nearly all actives have a fitted effect of over 65% in size
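Fluorescence increase (Ex 488/Em 500-530) after overnight compound treatment at 37 deg C flags inhibition of Vif-driven A3F-eYFP loss in stable HeLa A3F-eYFP/Vif cells seeded overnight beforehand.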
RXFP1 ag = activates the human relaxin receptor RXFP1 | Potency, µM (highest dose often 57.5 µM), for the others: at the highest dose activation, usual class: activators | 0.3% of 370,000 active | Q9HBX9 | HEK293T-RXFP1 cAMP TR-FRET, 30 min; response scale: percent of porcine relaxin response, buffer zero; note: potency is the fitted concentration of half-maximal effect; % is set by controls: 0 for no effect and ±100 for the full control effect; nearly all actives have a fitted effect of over 60% in size; many of its hits are not listed in these tables
Target sequence (Q9HBX9 whole entry, looked up): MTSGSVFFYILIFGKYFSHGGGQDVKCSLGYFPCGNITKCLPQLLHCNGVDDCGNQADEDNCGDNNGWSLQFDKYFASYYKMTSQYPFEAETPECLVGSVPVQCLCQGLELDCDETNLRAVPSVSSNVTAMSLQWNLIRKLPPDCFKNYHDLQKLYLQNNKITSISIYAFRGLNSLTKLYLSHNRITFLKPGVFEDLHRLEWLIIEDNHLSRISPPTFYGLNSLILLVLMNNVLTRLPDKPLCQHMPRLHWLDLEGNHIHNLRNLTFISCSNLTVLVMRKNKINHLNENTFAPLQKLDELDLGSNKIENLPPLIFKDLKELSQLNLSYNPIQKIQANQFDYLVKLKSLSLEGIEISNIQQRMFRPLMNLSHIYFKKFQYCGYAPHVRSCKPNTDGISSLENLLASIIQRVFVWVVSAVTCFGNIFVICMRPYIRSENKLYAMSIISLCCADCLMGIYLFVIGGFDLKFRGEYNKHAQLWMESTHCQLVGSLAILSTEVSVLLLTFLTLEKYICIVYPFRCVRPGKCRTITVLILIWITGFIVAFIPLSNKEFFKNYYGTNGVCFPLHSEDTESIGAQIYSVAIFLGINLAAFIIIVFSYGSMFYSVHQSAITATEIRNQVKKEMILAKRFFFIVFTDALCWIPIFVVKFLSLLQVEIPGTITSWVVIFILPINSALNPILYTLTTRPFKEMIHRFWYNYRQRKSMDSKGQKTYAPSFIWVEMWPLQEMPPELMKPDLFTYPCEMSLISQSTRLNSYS
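cAMP rise read by TR-FRET after 30 min, 37C compound exposure (up to 58 uM) in RXFP1-transfected HEK293 cells with Ro 20174 present. EC50 from Hill-equation fits, with 29 nM porcine relaxin as 100% and buffer as basal.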
D1 ag = agonists of human D1 dopamine receptor; 1% of 360,000 active; HEK293 T-REx D1 cells, calcium flux, agonist mode; P21728; AID 504660; activation, % at 2 µM; in the data active = activation above about 30%; note: 0% is about no effect
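Inducible HEK293 T-REx D1 cells, force-coupled to calcium signalling, were plated at 4000 cells/well with tetracycline and held overnight at 30 C. After no-wash calcium dye loading, compound-evoked calcium rise over 180 s flagged agonists.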
Numbers without * were called inactive; ? = inconclusive; . = not tested or not shown; & = joins results of further samples. Unless noted, calls come from the whole dose curve; as a rule, active = well fitted curve in the direction sought with a large enough effect; inconclusive = small, poorly fitted or top-dose-only effect, or another doubt; inactive = no such curve, though single readings can be large; an effect the other way counts as inactive or inconclusive. Only part of the results is shown (hit frequency here may not be typical).

SMILES	D2 potentiator	D1 antagonist	Glioma ERSR ind	D1 potentiator	Vif-APOBEC3G blk	LDHA inh	Vif-APOBEC3F blk	RXFP1 ag	D1 ag
Cc1ccc(Sc2ccc([N+](=O)[O-])cc2[N+](=O)[O-])nc1	7	11	-7%	-8	-2%	-1	4%	1.6%	3
CCN(CCNC(=O)C1CCN(S(=O)(=O)c2cccc3nsnc23)CC1)c1ccccc1	.	.	-5%	.	0%	-3	-3%	-0.2%	.
O=C(CSc1nc2ccccc2c2c1CCCC2)N1CCOCC1	-5	8	-4%	5	-10%	-2	9%	6.3%	7
CCOc1ccc(C(=O)NCc2cccs2)cc1	-7	7	2%	-4	-1%	-5	.	1.0%	0
O=C(O)CCn1c(O)c(C=C2N=c3ccccc3=N2)sc1=S	0	0	-14%	4	?	-2	-22%	2.7%	2
c1ccc(CSc2nnc(SCc3ccccn3)s2)nc1	3	-8	2%	-3	2%	-2	0%	3.5%	4
O=C(CSc1nc2ccsc2c(=O)n1Cc1ccccc1)NCC1CCCO1 (stereo not drawn)	-2	15	-2%	-4	0%	-7	-32%	5.9%	0
COc1ccccc1NS(=O)(=O)c1cccc(C(=O)NCc2ccco2)c1	.	-21	-1%	-3	1%	-6	7%	-1.2%	5
CC1CCCCN1C(=O)COC(=O)c1ccc2ccccc2n1 (stereo not drawn)	-10	-3	2%	-8	0%	-3	-9%	-1.5%	0
C=CCNC(=O)Cc1ccc(S(=O)(=O)N2CCOCC2)s1	4	9	-4%	9	2%	-6	0%	-0.1%	0
Cc1ccccc1NC(=O)CN1CCC(C(=O)c2ccc3c(c2)OCCO3)CC1	23	1	1%	-4	-1%	-3	12%	0.8%	3
CN(C)S(=O)(=O)c1ccc(NC(=O)COc2ncnc3c2cnn3-c2ccccc2)cc1	0	-8	-4%	11	0%	-13	-11%	0.9%	6
COc1ccccc1NC(=O)Nc1nc(CC(=O)Nc2ccc(F)c(F)c2)cs1	6	-15	-3%	-10	-4%	0	-8%	0.2%	4
COC(=O)C1=C(C(=O)OC)C2(OC1c1ccc(Br)cc1)C(=O)c1ccccc1C2=O (stereo not drawn)	4	31	-3%	-5	-4%	-9	.	1.6%	-1
COC(=O)c1[nH]c(=O)c2ccccc2c1OCc1ccccc1	3	2	-1%	4	3%	-4	-3%	0.1%	1
COc1ccc(NC(=O)C2CCC2)cc1S(=O)(=O)N1CCOCC1	-12	-9	-5%	.	-5%	-9	-1%	0.5%	3
Cc1ccc(-n2cnc(N)c2C(=O)c2cccc([N+](=O)[O-])c2)cc1	-9	-25	-12%	-6	-8%	-6	8%	-0.5%	1
CCS(=O)(=O)c1ccc(O)c(N2C(=O)C3C4C=CC(C4)C3C2=O)c1 (stereo not drawn)	11	-13	0%	1	1%	-5	-7%	1.7%	0
CCOc1ccc(C2C(C(=O)c3ccco3)=C(O)C(=O)N2CCN(C)C)cc1 (stereo not drawn)	-6	-1	.	-1	.	.	.	0.0%	2
Cc1c(OCc2ccccc2)c(=O)ccn1Cc1ccccc1	-3	17	-2%	2	4%	-3	6%	0.7%	1
CCOC(=O)c1cc2c(=O)n3cccc(C)c3nc2n(Cc2ccco2)c1=NC(=O)c1cccnc1	-1	2	-4%	-2	-1%	0	-7%	16%	1
O=C1Nc2ccccc2C1c1ncc(C(F)(F)F)cc1Cl (stereo not drawn)	-4	-7	-5%	-11	0%	-1	2%	1.0%	5
O=C(O)c1ccc2c(c1)OCCCO2	4	6	-4%	4	1%	-4	6%	-1.0%	2
CC(=O)N(c1nnc(-c2ccc(C)cc2)s1)C1CCCC1	7	39	5%	6	0%	-1	8%	3.4%	2
Cc1ccc(S(=O)(=O)N2CCc3ccccc3C2)cc1C	-4	7	-2%	-4	1%	-1	-1%	1.4%	5

Record cards (already shown).
CC(=O)N(c1nnc(-c2ccc(C)cc2)s1)C1CCCC1 reads D2 potentiator = 7; D1 antagonist = 39; Glioma ERSR ind = 5%; D1 potentiator = 6; Vif-APOBEC3G blk = 0%; LDHA inh = -1; Vif-APOBEC3F blk = 8%; RXFP1 ag = 3.4%; D1 ag = 2
CCOc1ccc(C(=O)NCc2cccs2)cc1 reads D2 potentiator = -7; D1 antagonist = 7; Glioma ERSR ind = 2%; D1 potentiator = -4; Vif-APOBEC3G blk = -1%; LDHA inh = -5; Vif-APOBEC3F blk = .; RXFP1 ag = 1.0%; D1 ag = 0

More structures
SMILES	D2 potentiator	D1 antagonist	Glioma ERSR ind	D1 potentiator	Vif-APOBEC3G blk	LDHA inh	Vif-APOBEC3F blk	RXFP1 ag	D1 ag
COc1ccc(C(=O)COC(=O)CCn2nnc(-c3cccs3)n2)cc1	-4	-19	-4%	-8	1%	-4	-4%	0.2%	5
COc1cccc2cc(C(=O)N(Cc3ccccc3)CC3CCCO3)c(=O)oc12 (stereo not drawn)	11	-14	-4%	1	-6%	-4	-1%	-0.5%	1
CC(OC(=O)c1ccc2c(=O)n3c(nc2c1)CCCCC3)C(N)=O (stereo not drawn)	-7	1	1%	-2	1%	-13	-19%	6.5%	1
Nc1ncnc2c1ncn2[C@@H]1O[C@H](CNC(=O)[C@@H]2CCN2)[C@@H](O)[C@H]1O	.	.	-4%	.	0%	-2	0%	.	.
Cc1ccc(C)c(/C(O)=C2\C(=O)C(=O)N(Cc3cccnc3)C2c2cccnc2)c1 (stereo not drawn)	14	23	-2%	-10	0%	-2	15%	8.3%	2
COc1cccc2sc(N(CCCN(C)C)C(=O)c3ccc(S(=O)(=O)N4CCCc5ccccc54)cc3)nc12	3	-13	-3%	-1	-21%	2	5%	-3.5%	39*
COCCCn1nnnc1SCC(=O)N1CCCC1	-7	16	4%	-11	2%	-1	-1%	1.6%	1
C[n+]1cccc2c(Br)ccc([O-])c21	6	-5	-4%	1	-2%	51	0%	-1.5%	2
CCCCCC/C(=N\NS(C)(=O)=O)c1ccccc1	23	-68*	1%	29	-9%	-2	4%	0.1%	-1
Cc1ccc(OCCn2cc(C=O)c3ccccc32)cc1	.	-34*	-6%	-4	-2%	1	-11%	-0.3%	7
O=C(O)CSc1nc2ccccc2o1	8	-5	1%	-4	-5%	-8	-9%	-0.5%	3
Cc1ccccc1C(=O)N1CCC(C(N)=O)CC1	-24	15	1%	-3	-1%	-5	-2%	1.4%	0
Cc1cccc(C(=O)N[C@H](C(=O)OCC(=O)NC(=O)c2cccn2C)C(C)C)c1	-6	10	4%	-4	2%	8	-27%	0.9%	2
O=[N+]([O-])c1cccc(C([O-])=C(C(=S)Nc2cccc3ccccc23)[n+]2ccccc2)c1	.	.	1%	.	2%	29	-6%	.	.
C/C(=C\c1ccccc1)C(=O)Nc1cc(C)on1	-3	-2	7%	-8	-1%	-3	3%	0.1%	2
O=C(Oc1ccccc1F)c1ccc2c(=O)n3c(nc2c1)CCC3	-7	-10	-1%	-3	0%	-11	7%	0.2%	7
COc1ccccc1N(CC(=O)NC1CCCC1)C(=O)C1(C)CC(=O)N=C2C=CC(C)=CN21 (stereo not drawn)	5	15	-4%	0	2%	-5	6%	5.2%	3
O=C(OCCN1CCCCC1)C1(c2ccccc2)CCCC1	-12	10	-6%	-4	2%	-5	1%	-1.3%	16
O=S(=O)(c1cccc(C(F)(F)F)c1)N1CCN(c2cnccn2)CC1	13	-10	-2%	7	1%	0	7%	0.7%	-4
CCCC1=Nc2cc(C(=O)N3CCC(C(=O)OCC)CC3)ccc2Sc2ccccc21	19&-5	17&7	-5%&-1%	-8&-1	0%&0%	0&-4	-6%&-2%	0.4%&-2.0%	3&3
Cc1nc2ccccc2n1S(=O)(=O)c1ccc(S(=O)(=O)N2CCCCCC2)cc1	8	-2	1%	-2	0%	1	-15%	0.5%	2
COc1cc(/C=C2\SC(=S)N(CC(=O)Nc3cccnc3)C2=O)cc(OC)c1OC	11	11	-6%	-6	0%	-1	1%	-0.7%	7
COc1ccc(N2C(=O)CC3(CCCC3)CC2=O)cc1	4	3	-4%	-8	-4%	-3	5%	-0.6%	1
COc1ccc(C(CNC(=O)COc2ccc([N+](=O)[O-])cc2)N2CCCCC2)cc1 (stereo not drawn)	-20	7	-3%	2	4%	-2	0%	0.2%	5
CCN(C(=O)Cc1c(C(=O)O)n(CC)c2ccccc12)c1ccccc1C	7	3	-1%	-4	0%	1	-6%	0.0%	0
Additional compounds
SMILES	D2 potentiator	D1 antagonist	Glioma ERSR ind	D1 potentiator	Vif-APOBEC3G blk	LDHA inh	Vif-APOBEC3F blk	RXFP1 ag	D1 ag
O=C(NCc1cccc2[nH]ccc12)C1CCC(=O)N(CCc2ccccc2)C1 (stereo not drawn)	0	0	1%	-1	2%	-2	-6%	1.9%	2
CCN(CC)S(=O)(=O)c1ccc2oc(C(=O)N3CCCCCC3)c(C)c2c1	0	-27	-3%	-5	0%	-4	-5%	1.1%	7
CCOC(=O)c1c(NC(=O)CSc2cn(CCNC(=O)c3ccc(OC)cc3)c3ccccc23)sc2c1CCCC2	-5	20	-3%	-2	3%	-2	4%	-4.5%	0
COc1cccc(CNC(=O)CSc2nc(=O)[nH]c3c2CCCC3)c1	-6	.	0%	1	-3%	-1	8%	2.9%	0
Cc1cccc(NC(=O)Nc2cc(C)cc(C)n2)c1	0	2	-1%	-3	2%	-1	8%	0.6%	2
Cc1ccc(NC(=O)COC(=O)C2CSC3(C)CCC(=O)N23)cc1S(=O)(=O)N1CCOCC1 (stereo not drawn)	7	-38*	-1%	-7	2%	-2	-2%	-0.6%	4
C[C@H](CO)N1C[C@H](C)[C@@H](CN(C)C)Oc2c(NS(=O)(=O)c3cn(C)cn3)cccc2C1=O	.	.	0%	.	1%	2	-8%	.	.
COc1cccc(Nc2ncnc3c2cnn3-c2cccc(C)c2)c1	-9	-16	4%	-15	2%	-4	-2%	-0.8%	3
CCOC(=O)CCC(NC(=O)CC(=O)NC(CCC(=O)OCC)C(=O)OCC)C(=O)OCC (stereo not drawn)	-3	-7	4%	-6	2%	2	-12%	-0.9%	2
CC1=NNC(=O)C1CCC(=O)N/N=C/C=C/c1ccccc1 (stereo not drawn)	-6	6	-1%	1	6%	-6	4%	0.9%	2
